High-throughput results from PubChem.
LmPK inh = LmPK (Leishmania mexicana) enzyme inhibition | Q27686 | purified LmPK, Kinase-Glo ATP luminescence, 1 h | Potency, µM (titrated, usually from 57.5 µM), for the others: at the top dose activity change, negative = inhibition, hits mostly inhibitors | actives 0.37% (n = 290,000); further: potency means the concentration at half of the fitted maximal effect
Target sequence (Q27686 whole entry, looked up): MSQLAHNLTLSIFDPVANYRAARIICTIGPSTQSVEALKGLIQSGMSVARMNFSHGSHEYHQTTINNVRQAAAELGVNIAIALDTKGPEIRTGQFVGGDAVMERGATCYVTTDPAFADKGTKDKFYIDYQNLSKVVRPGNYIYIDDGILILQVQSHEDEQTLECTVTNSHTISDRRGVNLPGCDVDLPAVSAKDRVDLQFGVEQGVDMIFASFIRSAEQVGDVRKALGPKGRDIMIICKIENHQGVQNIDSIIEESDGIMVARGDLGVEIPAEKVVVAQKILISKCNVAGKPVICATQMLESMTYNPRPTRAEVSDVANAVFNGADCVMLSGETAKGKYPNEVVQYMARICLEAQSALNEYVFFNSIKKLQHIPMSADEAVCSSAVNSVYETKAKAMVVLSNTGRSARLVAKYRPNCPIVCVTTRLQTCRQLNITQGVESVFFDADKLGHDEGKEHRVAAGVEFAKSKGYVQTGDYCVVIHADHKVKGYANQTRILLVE
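Kinase-Glo luminescence read after 1 h RT reaction of 0.1 nM LmPK with 0.5 mM PEP and 0.1 mM ADP. Activity scaled between uninhibited and enzyme-free controls.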
HCMV inh = inhibitors of human cytomegalovirus; HFF cells, HCMV-luciferase reporter, 72 h; active compounds read low; activity change, negative = inhibition, % at 57.5 µM; actives 4.5% (n = 410,000); AID 1259415; in the data active means activity change below about -60%; inconclusive means no clear call, values can overlap the other calls; inactive means above about -39%
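HFF cells seeded 16 h at 37C, treated with compounds, infected with luciferase-reporter HCMV at MOI 1 PFU/cell; luciferase read at 72 h post infection, normalized to buffer-only and Salinomycin controls.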
AmpC inh detg = inhibitors of E. coli AmpC beta-lactamase with detergent; P00811; AmpC hydrolysis of nitrocefin, absorbance 480 nm, 0.01% Triton; Potency, µM (highest dose often 114 µM), without a hit: at the highest dose activity change, negative = inhibition, actives largely listed as inhibitors; actives 0.041% (n = 370,000);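 further: potency means the concentration at half of the fitted maximal effect; 0% = no-compound wells and -100% = no-enzyme wells; nearly all actives have a fitted effect of over 25% in size; some results filed as inactive show a strong effect at the top dose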
Target sequence (P00811 whole entry, looked up): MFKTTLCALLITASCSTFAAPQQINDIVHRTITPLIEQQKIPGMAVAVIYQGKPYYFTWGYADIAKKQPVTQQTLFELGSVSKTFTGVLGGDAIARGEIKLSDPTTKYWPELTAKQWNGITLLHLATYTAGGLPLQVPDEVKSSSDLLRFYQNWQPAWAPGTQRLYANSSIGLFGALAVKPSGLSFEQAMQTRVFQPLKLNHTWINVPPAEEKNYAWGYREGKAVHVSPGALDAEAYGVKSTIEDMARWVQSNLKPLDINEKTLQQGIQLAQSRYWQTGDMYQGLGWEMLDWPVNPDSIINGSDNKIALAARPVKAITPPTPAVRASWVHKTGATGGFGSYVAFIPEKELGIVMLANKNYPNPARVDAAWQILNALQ
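AmpC (5.3 nM in the dispensed reagent) in 20 mM phosphate pH 7.0 with 0.01% (detergent screen) or 0.0001% Triton X-100 was preincubated with compounds for 15 min at room temperature. Nitrocefin was then added from an 800 uM solution, and hydrolysis was followed at 480 nm.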
AmpC no deterg = blocks E. coli AmpC beta-lactamase in detergent-free assay; P00811; Potency, µM (series often up to 57.1 µM), inactives show top-dose activity change, negative = inhibition, actives largely listed as inhibitors; AID 485341; AmpC nitrocefin hydrolysis, absorbance 480 nm, 0.0001% Triton; actives 0.52% (n = 330,000);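 further: potency means the concentration at half of the fitted maximal effect; plate controls were no compound for no effect and no enzyme for full effect; nearly all actives have a fitted effect of over 20% in size; some results filed as inactive show a strong effect at the top dose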
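20 mM phosphate pH 7.0 + 0.01% (detergent screen) or 0.0001% Triton X-100; 5.3 nM AmpC reagent; cpd preinc 15 min RT; nitrocefin (800 uM stock) to start; A480 q20 s × 4 min; Activity was normalised to no-enzyme and no-compound control wells.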
Sm TGR inh = blocks Schistosoma mansoni thioredoxin glutathione reductase; purified TGR, DTNB reduction, TNB absorbance 405 nm; Potency, µM (highest dose often 114 µM), inactives show at the highest dose activity change, negative = inhibition, usual class: inhibitors; actives 3% (n = 360,000); AID 485364; further: potency means the concentration at half of the fitted maximal effect; nearly all actives have a fitted effect of over 60% in size
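Kinetic colorimetric format: TGR-catalysed, NADPH-driven DTNB reduction monitored via TNB absorbance. Enzyme dispensed at 20 nM; compound exposure 15 min at room temperature before reaction start.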
Tb PYK inh = inhibitors of Trypanosoma brucei pyruvate kinase; TbPYK enzyme, Kinase-Glo Plus ATP luminescence, 45 min; Potency, µM (doses to about 76.8 µM), without a hit: at the top dose activity, negative = inhibition, most hits filed as inhibitors; actives 0.12% (n = 410,000); Q57TT1; further: potency means the concentration at half of the fitted maximal effect; nearly all actives have a fitted effect of over 50% in size
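ADP (130 uM final) triggers the TbPYK reaction after compound addition; incubation is 45 min at room temperature. Kinase-Glo Plus is then added and luminescence imaged. Normalized data are fitted to concentration-effect curves.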
AMA1 RON2 block = AMA1-RON2 (P. falciparum) interaction inhibition | AlphaScreen AMA1-biotinylated RON2 peptide binding | actives 0.2% (n = 360,000) | Potency, µM (series often up to 58.2 µM), inactives show top-dose activity change, negative = inhibition, most hits filed as inhibitors;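 further: potency means the concentration at half of the fitted maximal effect; 0% = vehicle wells and -100% = peptide control; nearly all actives have a fitted effect of over 45% in size; some results filed as inactive show a strong effect at the top dose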
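AMA1 (3D7) with his tag at 25 nM final met compounds first, then biotinylated RON2 peptide at 25 nM; detection used donor plus acceptor beads, 10 µg/mL apiece, read by AlphaScreen after 30 min at room temperature.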
* = called active by the depositor; ? = inconclusive; · = no result given; [ ] = remark or other dose. Unless noted, the call rests on the fitted dose curve; in most records, active means well fitted curve in the direction sought with a large enough effect; inconclusive means small, poorly fitted or top-dose-only effect, or another doubt; inactive means no such curve, though single readings can be large; an effect the other way counts as inactive or inconclusive. Unless noted, on the % scale 0 is the no-effect control and ±100 the full control effect. Random draw from the library; any-hit rate near 7.4%.

item	structure	LmPK inh	HCMV inh	AmpC inh detg	AmpC no deterg	Sm TGR inh	Tb PYK inh	AMA1 RON2 block
1	O=C1NC(=O)N(Cc2ccc(F)cc2)C(=O)/C1=C\c1ccoc1	11%	?	2%	-53%	?	-25%	-2%
2	Cc1ccc2[nH]c(=S)cc(C)c2c1	13%	-30	?	-24%	3%	-9%	29%
3	O=C(NC1c2ccccc2-c2ccccc21)c1ccccc1	3%	-21	-12%	-10%	-5%	3%	1%
4	COc1ccc(NC(=O)C2=CN3CCS(=O)(=O)N=C3C=C2)c(OC)c1	·	72	-5%	-22%	0%	1%	-1%
5	O=P(O)(O)C#Cc1ccccc1	2%	·	-3%	-14%	?	·	·
6	CC1CCC(NC(=O)C(C)N2C(=O)C3CCCCC3C2=O)CC1 (stereo unspecified)	·	1	-3%	0%	2%	-4%	-1%
7	Cc1nc(N)sc1C(=O)Nc1ccccc1	?	104	5%	-9%	0%	-11%	18%
8	Cn1c(=O)n(C)c2cc(/C=N/NC(=S)NCc3ccccc3)ccc21	6%	-34	-6%	50%	-1%	4%	13%[2.32 µM]
9	O=C(NCCC1CCCCN1S(=O)(=O)c1ccccc1)C(=O)NCc1ccccc1F (stereo unspecified)	·	-11	-5%	-14%	-8%	-2%	-9%
10	COc1ccc(/C=N/NC(=O)c2cc(C)oc2C)cc1OC	-13%	-39	3%	-12%	15%	-7%	26%
11	COc1ccc(-c2nc(SCC(=O)NC3CCCC3)c(-c3ccc(F)cc3)[nH]2)cc1	·	-30	20%	·	2%	-5%	·
12	CC(=O)c1cccc(S(=O)(=O)N2CCC(C(=O)Nc3cccc(C(=O)NC4CC4)c3)CC2)c1	·	43	-3%	-42%	-22%	-3%	-10%
13	CCc1nnc(NS(=O)(=O)c2ccc(NC(=O)c3cc(Cl)ccc3OC)cc2)s1	3%	47	4%	-33%	-18%	-9%	-4%
14	CC(C)(C)n1nnnc1C(c1ccccn1)N1CCN(C(c2ccccc2)c2ccccc2)CC1 (stereo unspecified)	3%	-38	4%	155%[activator]	4%	0%	4%
15	Cc1ccc(C)c(NC(=O)CN(C)C(=O)c2cc(C3CC3)nn2-c2ccccc2)c1	·	0	·	35%	·	0%	1%
16	CCOc1ccc(N2CC(NC(=O)Cc3cccs3)CC2=O)cc1 (stereo unspecified)	·	14	-1%	·	-1%	4%	·
17	O=C(Nc1ccccc1)/C(=C\c1ccc2c(c1)OCO2)NC(=O)c1ccco1	6%	?	0%	-30%	-11%	3%	4%
18	COc1cc(C(=O)Nn2cnnc2)ccc1OC(F)F	-5%	-18	1%	-6%	13%	1%	1%
19	O=C(Nc1nccs1)c1ccc(S(=O)(=O)N2CCOCC2)cc1	7%	-31	7%	-13%	6%	0%	9%
20	COc1cccc(CNC(=O)c2cccc(Br)c2)c1	-1%	-27	3%	-20%	-2%	0%	-2%[2.32 µM]
21	CCn1c(=S)[nH]c2cc(S(=O)(=O)N3CCOCC3)ccc21	·	-11	·	-33%	·	-25%	47%[activator]
22	CCN(CC)S(=O)(=O)c1ccc(NC(=O)CSc2nc3nc(C)cc(C)c3c(=O)[nH]2)cc1	·	-17	·	·	·	4%	4%
23	CC(NC(=O)C(NC(=O)C(Cc1c[nH]c2ccccc12)NC(=O)OC(C)(C)C)C(C)C)C(N)=O (stereo unspecified)	2%	-23	?	4%	9%	-10%	18%
24	COc1ccc(NC(=O)COc2ccccc2)cc1Cl	3%	0	-8%	-27%	-18%	-1%	7%
25	COc1cccc(/C(O)=C/c2nc3ccc(C(=O)NCCc4ccc(Cl)cc4)cc3[nH]c2=O)c1	-1%	?	-1%	-24%	11%	-9%	7%
26	COc1ccccc1C(=O)NCC(=O)N=Nc1c(O)n(C(C)C)c2ccccc12	6%	15	-10%	-14%	3%	1%	-24%
27	O=C(CN1C(=O)CC(c2ccccc2)S(=O)(=O)c2ccccc21)N1CCCCC1 (stereo unspecified)	1%[11.5 µM]	66	-10%	-39%	1%	4%	-7%
28	CCOC(=O)Nc1ccc(C(N)=O)cc1	-6%	29	-20%	-11%	2%	-4%	-3%
29	Cc1ccc(Oc2ccc(S(=O)(=O)NCC(C)(C)N3CCOCC3)cc2)cc1	-1%	-19	-8%	144%[activator]	-1%	10%	-13%
30	O=[N+]([O-])c1cc(S(=O)(=O)Nc2ccccc2)ccc1N1CCN(c2ccccc2)CC1	2%	-32	-6%	-33%	-1%	-8%	?
31	N#CC(=Cc1cccs1)c1nc(-c2ccc(Cl)cc2)cs1	·	-37	·	·	·	-12%	-6%
32	Nc1cc(=O)[nH]c(SCC(=O)NCCC2=CCCCC2)n1	·	45	·	-43%	·	7%	-13%
33	COc1ccc(OC)c(S(=O)(=O)NC2CC2)c1	0%	-24	-15%	-18%	2%	2%	-5%
34	O=C(O)c1ccc(-n2nnc3ccccc32)c([N+](=O)[O-])c1	-5%	11	5%	-10%	0%	-1%	23%
35	CC1=C(C(=O)OCC2CCCO2)C(c2ccncc2)C2=C(CC(C)(C)CC2=O)N1 (stereo unspecified)	2%	-8	-9%	-13%	0%	3%	2%
36	OCCNc1nc(NCCC2=CCCCC2)nc(N2CCOCC2)n1	0%	-26	?	40%	2%	-3%	-5%
37	O=S(=O)(c1ccc(Cl)cc1)N1CCN(c2nc(C(F)(F)F)nc3ccccc23)CC1	·	25	·	·	·	-13%	-4%
38	O=C(O)c1ccccc1Nc1ccccc1C(=O)O	-2%	23	-9%	-6%	2%	-3%	-5%
39	O=C(Cc1cccs1)NCc1ccc(Cl)cc1	-1%	16	?	-13%	-20%	-12%	0%
40	Cc1noc(C)c1CSCC(=O)Nc1cc(S(C)(=O)=O)ccc1Cl	·	-28	-9%	-20%	-10%	2%	9%
41	CNC(=O)Cn1nc(-c2ccc(C)cc2)c2ccccc2c1=O	0%	22	?	-2%	4%	-12%	8%
42	CC[C@@H](C)[C@H](C(CC(=O)N1CCCC1[C@@H](OC)[C@H](C)C(=O)N[C@H](Cc1ccccc1)c1nccs1)OC)N(C)C(=O)[C@H](NC(=O)[C@@H](C(C)C)N(C)C)C(C)C (stereo partly specified)	·	-91*	·	·	·	-9%	16%
43	O=C(Nc1ccc(S(=O)(=O)NCC2CCCO2)cc1)c1cnccn1 (stereo unspecified)	1%	-36	2%	71%[activator]	6%	2%	1%
44	Cc1ccc(Oc2ccc(/C=N/O)cn2)cc1	0%	47	-2%	-13%	33%	?	2%
45	Cn1c(=O)n(CCOc2ccc(Cl)cc2Cl)c2ccccc21	2%	-18	-19%	-3%	6%	0%	-9%
46	Cc1ccnc(NC(=O)c2ccc3[nH]c(=O)c(=O)[nH]c3c2)c1	-11%	-4	-11%	-14%	-1%	5%	-12%
47	Cc1ccc(C(=O)CCC(=O)OCC(=O)NNC(=O)c2ccccc2Cl)cc1	·	-9	-13%	0%	2%	-2%	65%[activator]
48	COc1ccc(N2C(=O)C3CCCN3C2c2cc(OC)c(OC)c(OC)c2)cc1 (stereo unspecified)	-3%	-8	?	18%	-2%	2%	3%
49	COc1ccc2c(c1)c(CCNNC(=O)C(C)(C)C)c(C)n2C(=O)c1ccc(Cl)cc1	·	-24	·	·	·	1%	10%
50	O=C(COC(=O)c1cccc([N+](=O)[O-])c1)c1ccc(OCc2ccccc2)cc1	-1%	25	-6%	-23%	?	-18%	6%
51	COc1ccc(-c2ccc(NCCN3CCOCC3)nn2)cc1OC	-2%	32	-11%	-10%	0%	0%	-4%
52	CC(C)Sc1ncc(Cl)c(C(=O)Nc2ccc(S(=O)(=O)N(C)c3ccccc3)cc2)n1	·	-6	1%	·	-10%	1%	·
53	COc1cccc(NC(=O)CCN2C(=O)c3ccc([N+](=O)[O-])cc3C2=O)c1	5%	8	3%	-6%	-8%	-24%	-21%
54	CCOc1ccc(Oc2ccc(NC(=O)[C@@H](NC(N)=O)[C@@H](C)CC)cc2)cc1	0%	-35	2%	-27%	20%	3%	-5%
55	NC(c1csc(Nc2ccccn2)n1)C1CCCCC1 (stereo unspecified)	·	22	·	·	·	-2%	81%[activator]
56	COCCSc1ccccc1C(=O)Nc1cc([N+](=O)[O-])ccc1OC	2%	-12	3%	-2%	·	4%	-5%
57	CC(=O)NCCNC(=O)c1cc(-c2cccc3ccccc23)nc2ccccc12	·	26	·	·	·	-3%	-5%
58	Cc1ccc(NC(=O)c2cnn(-c3ccc(C)c(C)c3)c2C2CCN(C(=O)OC(C)(C)C)CC2)c(C)c1	·	-35	13%	·	-1%	-8%	·
59	N#C/C(=C\c1cccc(OC(=O)c2cccs2)c1)C(N)=O	0%	58	?	-26%	-8%	-7%	11%
60	CCCCNC(=O)c1cccnc1SCC(=O)Nc1ccccc1OC	-1%	4	-10%	-18%	-3%	5%	0%

(further entries)
item	structure	LmPK inh	HCMV inh	AmpC inh detg	AmpC no deterg	Sm TGR inh	Tb PYK inh	AMA1 RON2 block
61	O=C(CCN1C(=O)C2CCCCC2C1=O)Nc1ccc(F)c(F)c1F (stereo unspecified)	0%	49	1%	-22%	2%	0%	2%
62	CSCc1ccc(C(=O)OCc2nc3ccccc3s2)o1	·	66	·	-21%	·	-6%	-11%
63	CCCC1=Nc2cc(C(=O)NCc3ccccc3)ccc2Sc2ccccc21	·	?	16%	·	-1%	-1%	·
64	O=c1c2ccccc2c(C=NCCCN2CCOCC2)c(O)n1Cc1ccccc1	-3%	51	?	161%[activator]	-3%	0%	1%
65	Cc1ccc(C2C(C#N)C(C#N)N3CCCN23)cc1 (stereo unspecified)	-1%	-30	-5%	-5%	0%	1%	3%
66	Cc1cccc(NS(=O)(=O)c2cccc(C(=O)NCC(C)(C)N3CCOCC3)c2)c1	-7%	28	-6%	-9%	10%	-2%	8%
